Bioassay records (PubChem)
COUP-TFII inh = NR2F2 (human) inhibition, primary screen | P24468 | HEK293T NGFI-A luciferase reporter, luminescence | inhibition, % at 8.6 µM | 370,000 tested, 0.7% active;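 active = inhibition above a per-plate cutoff, mean inhibition of test wells between control levels plus 3 SD, cut at about 38% in these data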;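 also: cells cotransfected with COUP-TFII expression vector driving the NGFI-A reporter; 0% = median of COUP-TF2 test wells and 100% = reporter-only cells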
NOD2-RIPK2 inh = NOD2-RIPK2 protein interaction inhibition. CHO BLA complementation NOD2-RIPK2, CCF4 ratio. inhibition, % at 4.98 µM. 360,000 tested, 0.38% active; in the data active = inhibition above about 21%;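 also: 0% = vehicle only and 100% = reference blocker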
TLR9-MyD88 inh = blocks human TLR9 binding to MyD88. CHO BLA complementation TLR9-MyD88, CCF4 FRET ratio. Q9NR96+Q99836. inhibition, % at 4.98 µM. 340,000 tested, 0.21% active;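 active = inhibition above the mean over all tested compounds plus 3 SD, cut at about 21% in these data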;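 also: 0% = DMSO only wells and 100% = clavulanate BLA inhibitor control wells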
NCOA2 inhibitor = inhibits human steroid receptor coactivator 2. 370,000 tested, 0.17% active. inhibition, % at 9 µM. AID 651957. HEK293 GAL4-SRC2 luciferase reporter, luminescence;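 active = inhibition above the mean inhibition of all tested compounds plus 3 SD, set per campaign, cut at about 52% in these data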;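 also: 0% = DMSO treated cells and 100% = cells given Gossypol at 36 µM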
LRH-1 inv ag = suppresses constitutive activity of human LRH-1 | O00482 | HEK293T StAR-luciferase reporter, LRH-1 transfected, 24 h | inhibition, % at 3.6 µM | 360,000 tested, 0.13% active | AID 602396;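 active = inhibition above the mean inhibition of all tested compounds plus 3 SD, cut at about 73% in these data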;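 also: 0% = DMSO wells and 100% = reporter-only cells lacking LRH-1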
TWEAK Fn14 block = blocks TWEAK-Fn14 interaction in a reporter cell assay | TWEAK-stimulated Fn14 reporter cells, luciferase luminescence, 8 h | 360,000 tested, 2% active | inhibition, % at 10 µM; in the data active = inhibition above about 50%
SRC3 inh = human NCOA3 inhibition. Q9Y6Q9. HEK293 GAL4-SRC3 luciferase reporter, luminescence. inhibition, % at 3.6 µM. 360,000 tested, 0.17% active. AID 588352;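 active = inhibition above a per-campaign cutoff, the mean of all compounds plus 3 SD, cut at about 60% in these data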;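 also: 0% = DMSO-treated cells and 100% = gossypol-treated cells at 36 µM; higher means less SRC3-driven luciferase light from the GAL4 reporter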
TROY signal inh = blocks TROY-dependent signaling in reporter cells; 360,000 tested, 0.98% active; Q293 LMP1-TROYcd NF-kB luciferase reporter, 4 h; inhibition, % at 10 µM;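 active = compounds whose plate-normalised and pattern-corrected inhibition of the luciferase reporter signal at the single screening dose is 50% or more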
NCOA1 inh = human NCOA1 inhibition; HEK293 GAL4-SRC1 luciferase reporter, luminescence; Q15788; inhibition, % at 3.6 µM; 360,000 tested, 0.12% active;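 active = inhibition above the campaign mean plus 3 SD, with each screening campaign given its own cutoff, cut at about 60% in these data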;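 also: 0% = DMSO treated cells and 100% = gossypol at 36 µM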
TRAIL sens C8 = sensitizes caspase-8 expressing cells to TRAIL | NB7+C8 cells + TRAIL, ATPlite viability luminescence | inhibition (viability loss, TRAIL sensitization), % at 10 µM | 360,000 tested, 1% active | AID 624354;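 active = compounds causing at least 50% loss of cell viability in the single-dose screen, relative to plate controls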
LMP1 NFkB inh = reduces LMP1-driven NF-kappaB luciferase signal. inhibition, % at 12.5 µM. 350,000 tested, 0.69% active. LMP1-induced NF-kappaB luciferase reporter cells, luminescence; in the data active = inhibition above about 41%;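 also: 0% = neutral control wells and 100% = reference inhibitor control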
* marks the source's active call; other numbers are inactive results; · = not tested or not shown.

Below each compound: COUP-TFII inh, TRAIL sens C8, TROY signal inh, LMP1 NFkB inh, LRH-1 inv ag, NCOA2 inhibitor, TWEAK Fn14 block, NCOA1 inh, TLR9-MyD88 inh, NOD2-RIPK2 inh, SRC3 inh
- COc1ccccc1C(=O)NCCC(=O)NC1CCCCCC1
 : 12, 5, -25, -11, 12, 13, -15, -5, 4, -6, 7
- CC(C)(C)c1ccc(S(=O)(=O)Nc2cccnc2)cc1
 : -6, 10, 20, 5, 2, 11, 11, -15, 6, -1, 12
- COc1ccc(CC(=O)N/N=C(\C)c2cccs2)cc1OC
 : 3, 8, -3, 10, 4, -23, 13, 8, 9, 5, 10
- Cc1cc(-c2nnc(CCC(=O)NCc3cccc(C(F)(F)F)c3)o2)no1
 : -15, -5, -42, -5, 2, -20, -5, -1, -4, 1, -16
- COc1ccccc1N(CC(O)COc1c(C)cc(C)cc1C)S(=O)(=O)c1ccccc1 (centres undefined)
 : 1, 2, 8, 0, 10, 9, 28, -2, 3, -5, 21
- NC(=O)C1CCN(C(=O)Cc2ccc(-c3ccccc3)cc2)CC1
 : -10, -2, -12, -2, 9, 15, 34, -51, 5, -2, -20
- O=C1C(=Cc2ccccc2[N+](=O)[O-])Cc2ccccc21
 : -32, 36, 12, 12, -12, -33, 95*, -55, 9, 9, -58
- CC(=O)Oc1ccc(/C=C2/CCc3ccccc3C2=O)cc1
 : -9, 76*, 61*, 3, -131, 3, 88*, -74, -14, 1, -15
- Cn1cnc2ccc([N+](=O)[O-])cc2c1=O
 : 1, -5, -10, -6, -11, -4, -4, -16, -9, -11, -6
- O=C(CSc1cn[nH]n1)Nc1ccccc1F
 : 1, -7, -7, -4, 2, -35, 2, -9, 3, 7, -27
- CCCn1c(C(C)Nc2nc(-c3cc(Cl)c(N)c(Cl)c3)cs2)nc2cc(Cl)c(N3CCCCC3)cc21 (centres undefined)
 : 3, 14, 0, -5, -12, 3, 6, 7, -5, 1, -14
- CC(Cn1nnc2ccccc21)C(=O)O (centres undefined)
 : -7, -12, -2, -5, 5, -12, 40, 7, -8, -9, 15
- Cc1[nH]nc(-c2ccc(O)cc2O)c1Oc1ccccc1
 : 8, -25, 12, -1, 15, 7, 21, -8, 9, 6, 36
- CCCSCCCNC(=O)Cn1cc2c(n1)CCC(C)C2 (centres undefined)
 : -18, -14, -6, 9, 3, 9, -3, 11, -3, -7, 5
- COc1ccc(CN(C)C(=O)[C@H]2O[C@@H](n3cnc4c(N)ncnc43)[C@H](O)[C@@H]2O)cc1OC
 : -9, -1, 7, ·, -13, -16, 3, -3, ·, -7, -14
- CC1(C)Cc2c(ccc3ccccc23)-c2nnc(-c3cccnc3)n21
 : -3, 4, -25, 0, -14, -6, 6, -10, 1, 17, 8
- O=C(COC(=O)C1CC(=O)N(c2ccccc2)C1)c1ccccc1 (centres undefined)
 : -2, -5, -15, 5, 1, 8, 4, -9, -4, 6, -3
- CC(C)(C)C(=O)Nc1ncccc1C(O)c1cccc(C(F)(F)F)c1 (centres undefined)
 : 19, 0, 11, -3, 20, -29, -6, -13, 15, 13, 2
- COc1ccc(C2CC(=O)c3cnc(NC(=O)c4ccco4)nc3C2)cc1 (centres undefined)
 : -3, -5, 23, -2, 3, -29, 5, 4, -3, 2, 3
- CC1=NCCN1S(=O)(=O)c1cc([N+](=O)[O-])ccc1Cl
 : -9, 0, -17, -3, -13, 9, -1, -10, 7, 12, 3
- COC(=O)c1ccc(C(C(=O)NC2CCCCC2)N(C(=O)Cc2cccs2)C2CC2)cc1 (centres undefined)
 : -12, 1, -13, 1, -1, 7, 0, 9, -4, 4, 3
- CC(=O)N1CCN(c2ccc(NC(=S)NC(=O)c3ccc(C)c([N+](=O)[O-])c3)cc2)CC1
 : -4, -3, 3, 1, 5, -6, -4, 3, -6, 2, 7
- CC1(c2ccc(NC(=O)c3ccccc3F)cc2)CC1(Cl)Cl (centres undefined)
 : -32, 33, 1, -40, -164, -62, -63, -126, -8, -4, -79
- CCCCn1nnnc1C(c1cc2ccccc2o1)N1CCN(c2cc(C)nc3ccccc23)CC1 (centres undefined)
 : 31, 32, 17, ·, 23, 17, 2, ·, ·, 9, ·
- Cc1ccc(C(=O)c2coc3ccc(O)cc23)cc1
 : -22, 22, -15, 10, -148, -37, 56*, -77, 5, 2, -95
- Cc1ccccc1Nc1nc(Cl)c(C=O)s1
 : -7, -5, 4, -5, 45, -8, -1, -20, -14, -17, 17
- CCOc1ccc2[nH]c(=O)c(CN(Cc3ccc(F)cc3)C(=O)N3CCCC3)cc2c1
 : 8, -6, -6, 15, -5, -12, -2, -10, -1, 1, 6
- CCc1ccc2c(Cl)c(C(=O)N/N=C/c3c[nH]c4ccccc34)sc2c1
 : -7, 18, -42, -12, -8, -63, -7, -2, -20, -5, -11
- Cc1cc(C(=O)NN=C2CCCCCC2)c(C)o1
 : -28, 0, -23, 6, -50, -8, -6, -49, 1, 10, -35
- CC(=O)Nc1ccccc1-c1nc2ccccc2nc1OCC(=O)c1ccc2ccccc2c1
 : 11, -15, 3, 9, -4, 8, 42, 10, -7, 2, 11
- Cc1cc(/C=C(\C#N)C(=O)O)c(C)n1-c1ccc(Br)cc1
 : 9, -1, 0, 11, 3, -1, -26, 1, -4, 3, 6
- c1coc(CNC2C3CC4CC(C3)CC2C4)c1 (centres undefined)
 : -9, -16, -15, -1, -28, 3, 5, -37, -1, 0, -8
- COc1ccc(OC)c(CNc2ncc(-c3ccc(F)cc3)n2C)c1
 : -4, 7, -5, 3, -25, -24, 17, -5, -1, 0, 1
- Cc1cccc(NC(=O)c2ccc(C)c(S(=O)(=O)N3CCCCC3)c2)n1
 : 1, 14, -23, -9, -46, -7, -13, -33, -6, -9, -18
- CC(C)[C@H](CO)Nc1nc(NCc2ccc(S(N)(=O)=O)cc2)c2ncn(C(C)C)c2n1
 : 11, 24, 15, -26, 22, 48, 27, -5, -2, -10, -28
- COCCN(C(=O)Cn1nnc2ccccc21)C(C(=O)NC1CCCC1)c1cc(OC)ccc1OC (centres undefined)
 : -8, -12, 8, 12, -13, -12, -7, 7, 0, -2, -1
- COc1cc(O)cc2c1[C@@H]1Oc3c(ccc(O)c3CC=C(C)C)[C@@H]1CO2
 : 7, 12, 15, 11, 19, -9, 1, 0, -4, -5, -10
- COC(=O)CCC(C(=O)CN1C(=O)c2ccccc2C1=O)N1C(=O)c2ccccc2C1=O (centres undefined)
 : 2, -3, -1, 4, 16, -14, -8, -4, -1, 5, -16
- CCC(=O)C1=C(O)C(c2cccc(Oc3ccccc3)c2)CCC1=O (centres undefined)
 : 4, 4, 12, 11, 10, -18, 14, 5, -2, -1, 17
- COCCN(C(=S)Nc1ccc(OC)cc1)C1CCN(C(C)C)CC1
 : 7, -12, 1, -8, -7, 7, -11, -2, 0, 8, -9
- CC1=C(C(N)=O)C(c2ccccc2F)NC(=O)N1 (centres undefined)
 : -10, -12, 14, 1, 6, -25, -9, 3, -3, -7, -12
- CC1(C(=O)NS(=O)(=O)c2ccccc2)CCN1C(=O)CC1CC1 (centres undefined)
 : 10, 2, 4, ·, 5, 5, -4, -5, ·, -5, 0
- Cc1ccc(-n2ncc(C#N)c2/N=C/N2CCOCC2)cc1
 : 6, -5, 3, -1, 3, -1, -7, -19, -8, -2, 10
- O=C(NC1CCCC1)C(c1ccncc1)N(C(=O)c1csnn1)c1ccccc1 (centres undefined)
 : 7, 6, -1, -15, 13, 9, 6, 15, 4, -7, -32
- Cc1ccc(C)c(N2CCN(S(=O)(=O)c3ccc4c(c3)NC(=O)CC(=O)N4)CC2)c1
 : 6, 5, 16, -1, 8, 2, -3, 7, 1, 7, 8
- CC[C@]12c3[nH]c4cc(-c5ccco5)ccc4c3CCN1C(=O)[C@@H](CC(=O)NC/C=C(\C)CCC=C(C)C)C[C@@H]2C(=O)N1CCN(C(=O)C2CC2)CC1
 : 8, 12, -10, 10, -15, -26, 4, 3, -7, 4, -6
- Cc1ccc(C2CC(=O)N3CN(c4ccc(Br)cc4)CSC3=C2C#N)o1 (centres undefined)
 : -10, -5, 11, 4, 0, 26, 8, -13, -5, 0, -4
- COc1ccc(CCNC(=O)C(=O)c2c(C)n(C)c3ccccc23)cc1OC
 : -18, -1, -7, 0, -18, -40, -4, -1, -6, 0, -2
- Cc1ccc(NC(=O)CCNS(=O)(=O)c2ccccc2)cc1S(=O)(=O)N1CCOCC1
 : -1, 5, -1, 4, 14, -1, 3, 3, 3, -13, 6
- CC(=O)c1cccc(NC(=O)CSc2ccc(-c3sc(C)nc3C)nn2)c1
 : 9, 20, 29, -10, 5, -1, 19, -17, -1, -4, -26
- CN(C)S(=O)(=O)c1cccc(NC(=O)CNCc2ccccn2)c1
 : -19, -2, -5, 3, -2, -19, -4, -8, -5, -5, 8
- O=C(Nc1ccc(Br)cc1)c1ccc(N2C(=O)C3CC=C(Cl)CC3C2=O)cc1 (centres undefined)
 : -4, 21, -16, -6, -14, 4, -87, -7, -2, -6, 6
- COC(=O)CN(c1ccccc1F)S(=O)(=O)c1ccccc1
 : 16, -3, 10, -3, 1, -7, -14, -4, 2, -9, 9
- O=C(C1CCCN(CCCc2ccccc2)C1)N1CCCCCC1 (centres undefined)
 : 10, -7, -1, -4, 0, -5, -2, 6, -6, 4, 8
- CCN1C=C(C(=O)c2ccccc2)C(=O)CC1
 : -18, -12, -2, -4, -21, -12, 9, 1, -5, 14, 1
- CCOC(=O)N1CCN(C(=O)/C=C/c2cccc([N+](=O)[O-])c2)CC1
 : -20, 0, -10, -11, -2, -43, -10, -3, 5, -4, 12
- COC(=O)CN1C(=S)N(c2ccc(Cl)cc2)C(=O)C1CC(=O)Nc1ccc(F)cc1 (centres undefined)
 : -3, 1, -23, -1, 10, 8, 8, 9, -2, -3, 4

A portion of the library; count on the stated rates, not on these rows.
